CF NFkB inh = inhibitors of PAF-induced NF-kB signaling, primary screen, cell-based, GFP fluorescence, uHTS. KKLEB NF-kB-GFP reporter, GFP fluorescence overnight. inhibition, % at 5 µM. actives 0.86% (n = 360,000);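 active = at least 50% inhibition at 5 µM, scaled per plate between neutral and stimulator controls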;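 also: PAF is a Pseudomonas aeruginosa culture filtrate used as stimulus; plate controls were PAF-stimulated DMSO wells for no effect and unstimulated DMSO wells for full effect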
Peg3 promoter = Peg3 promoter-driven luciferase inhibitors, primary screen, cell-based, HeLa, luciferase luminescence; HeLa PEG-Prom luciferase reporter, overnight; inhibition, % at 20 µM; actives 1.7% (n = 360,000);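 active = inhibition of at least 50% at 20 µM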
PDI turbidity = inhibitors of human PDI, primary screen, biochemical, turbidity, single point, plate reader; inhibition, % at 10 µM; AID 588391, 2011; Protein disulfide-isomerase (Homo sapiens), P07237; PDI insulin aggregation turbidity, A650, 90 min; actives 0.052% (n = 350,000);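 active = mean inhibition across replicates of 30% or more, whatever share of single replicates reach that level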;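 also: absorbance from insulin aggregation driven by PDI reduction with DTT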
Target sequence (P07237 whole entry, looked up): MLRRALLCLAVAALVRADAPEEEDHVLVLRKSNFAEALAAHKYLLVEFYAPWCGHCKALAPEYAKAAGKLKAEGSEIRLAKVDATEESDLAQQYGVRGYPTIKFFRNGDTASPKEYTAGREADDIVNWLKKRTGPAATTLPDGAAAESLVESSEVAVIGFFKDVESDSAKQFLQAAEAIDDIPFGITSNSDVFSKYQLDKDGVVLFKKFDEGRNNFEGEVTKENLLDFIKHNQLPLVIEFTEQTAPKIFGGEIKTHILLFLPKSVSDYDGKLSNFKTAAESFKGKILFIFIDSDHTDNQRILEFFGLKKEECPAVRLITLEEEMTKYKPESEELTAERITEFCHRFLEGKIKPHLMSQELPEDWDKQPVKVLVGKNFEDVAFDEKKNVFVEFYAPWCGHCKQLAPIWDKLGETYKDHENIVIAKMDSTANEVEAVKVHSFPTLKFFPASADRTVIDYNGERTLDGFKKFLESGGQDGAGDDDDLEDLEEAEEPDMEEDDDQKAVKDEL
NR2E3 ag-1 = NR2E3 agonists in two-hybrid cells, primary screen, cell-based, luminescence, CHO-S, Gal4-NCOR/VP16-NR2E3 | luciferase | inhibition of corepressor binding, % at 3.98 µM | actives 0.35% (n = 360,000) | AID 602229, 2012;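 active = inhibition above the mean of all tested compounds plus 3 SD, cut at about 70% in these data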;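 also: 0% = DMSO with NR2E3 transfected cells and 100% = cells lacking NR2E3 construct; higher means lower luciferase signal from less NR2E3 corepressor binding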
Target sequence (Q9Y5X4 whole entry, looked up, the tested form may be a part): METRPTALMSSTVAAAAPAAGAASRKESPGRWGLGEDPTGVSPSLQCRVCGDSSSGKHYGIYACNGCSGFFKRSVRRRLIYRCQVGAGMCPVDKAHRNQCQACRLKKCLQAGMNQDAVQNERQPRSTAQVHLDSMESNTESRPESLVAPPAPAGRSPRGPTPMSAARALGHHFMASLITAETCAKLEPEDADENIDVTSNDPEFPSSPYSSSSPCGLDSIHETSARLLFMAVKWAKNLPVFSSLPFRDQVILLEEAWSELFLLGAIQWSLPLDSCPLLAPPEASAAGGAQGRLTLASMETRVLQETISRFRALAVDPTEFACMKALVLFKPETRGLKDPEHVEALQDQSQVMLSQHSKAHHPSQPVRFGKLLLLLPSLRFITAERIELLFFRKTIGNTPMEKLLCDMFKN
HIF-2a inh = HIF-2a reporter inhibitors, primary screen, luminescence, 786-0 RCC cells | 786-0 RCC cells HIF-2a reporter, luciferase luminescence, overnight | actives 0.72% (n = 360,000) | inhibition, % at 18.8 µM | AID 624352, 2012;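 active = inhibition of the luminescence signal of 40% or more relative to plate controls, in a single-dose primary screen at 18.75 µM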
KKLEB cytotox = cytotoxicity in KKLEB CF airway cells, primary screen, cytotoxicity control for CF NF-kB inhibitor project, cell-based, uHTS, fluorescence assay plates | activity change (cytotoxicity), % at 5 µM | KKLEB CF airway cells viability, ATPlite luminescence, overnight; stronger effect = lower value; cells stimulated with P. aeruginosa culture filtrate | actives 0.36% (n = 360,000);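 active = corrected activity change at or below -50% at 5 µM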
Shn3 3UTR inh = reduction of Shn3 3'UTR firefly luciferase signal, primary screen, Schnurri-3 inhibitor project, cell-based, Clone20 osteoblasts, set 2; inhibition, % at 12.5 µM; Clone20 osteoblast Shn3 3'UTR firefly luciferase, 24 h; actives 0.52% (n = 360,000);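 active = mean inhibition of at least 75% with every replicate also reaching 75%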;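 also: 0% = median of neutral control wells and 100% = pilot-screen positive control compound; some compounds past the cut are filed as inactive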
NR2E3 ag-2 = inhibitors of NR2E3-RetCOR corepressor binding, primary screen, NR2E3 agonist project, biochemical, TR-FRET, GST-NR2E3, biotin-RetCOR. Photoreceptor-specific nuclear receptor (Homo sapiens), Q9Y5X4. 1536-well. inhibition of corepressor binding, % at 4.78 µM. actives 0.12% (n = 320,000). AID 2300, 2010;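 active = percent inhibition above the cutoff of mean plus 3 SD of all tested compounds, set per screening campaign, cut at about 20% in these data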;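 also: 0% = DMSO wells and 100% = biotin wells as full block of FRET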
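System: GST-tagged NR2E3 plus biotinylated RetCOR corepressor; Amount: 1.35 nM GST-tagged NR2E3 final; Dosing: single nominal compound dose of 4.8 µM; Schedule: 5 h incubation at 4 °C; Technique: TR-FRET with europium anti-GST and streptavidin-D2, 340 nm excitation; Controls: biotin wells as high control, 0.6% DMSO wells as low control.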
CaV13 FRET inh = Disruptors of the CACNA1D IQ motif to Ca2+-dependent inactivation inhibitor domain association, primary screening, Förster resonance energy transfer in intact living …. actives 0.098% (n = 340,000). AID 743397. inhibition, % at 12.3 µM. HEK cells, CFP/YFP FRET ICDI-IQ, plate reader, 10 min; percent FRET-ratio fall versus neutral wells;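 active = mean replicate inhibition of at least 30% and at least 1% of replicates passing that level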;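 also: 0% = median of the neutral control wells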
TRPM1 prom inh = inhibitors of MITF-dependent TRPM1 promoter reporter, primary screen, cell-based, SK-MEL-5, single point, luciferase | SK-MEL-5 TRPM1 promoter luciferase, 24 h | inhibition, % at 12.5 µM | AID 488899, 2010 | actives 0.83% (n = 330,000);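 active = mean inhibition across replicates of 60% or more, whatever share of single replicates reaches that level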; also: values of inactives mirror those of a sister screen read the other way
Vif imaging = HIV Vif self-association inhibitors, primary screen, imaging, HEK293T, single point | actives 0.35% (n = 340,000) | AID 602346, 2012 | inhibition, % at 7.49 µM | HEK293T cells, Vif self-association by quenched fluorescence, 24 h; in the data active = inhibition above about 50%, passing the limit was not always enough; also: some results filed as inactive read as strong as hits
* hit, by the source's call; x = no result given.

Molecule	CF NFkB inh	Peg3 promoter	PDI turbidity	NR2E3 ag-1	HIF-2a inh	KKLEB cytotox	Shn3 3UTR inh	NR2E3 ag-2	CaV13 FRET inh	TRPM1 prom inh	Vif imaging
O=C1NC(=O)c2c(NC(=O)C3CCCO3)cccc21 (stereo unspecified)	3	16	5	1	17	-5	-5	-1	-9	-8	-3
O=C(Nc1ccc(-c2cn3c(n2)SCC3)cc1)c1ccc2ccccc2n1	-44	-49	-1	-31	-238	14	1	0	-11	13	-7
FC(F)(F)C1=NNC(c2ccc3ccccc3c2)=NN1	-12	-17	9	-41	-21	-10	-22	x	-1	x	-1
Cc1ccc(C(=O)NNC(=O)CSc2nnc(-c3ccncc3)n2C)cc1	-1	-11	0	-1	20	5	-5	-2	-6	3	12
COc1cc(C(O)c2nc(-c3ccccc3)cs2)ccc1F (stereo unspecified)	-17	-11	-6	-1	-40	-6	-8	x	-11	x	-17
COc1ccc(F)cc1S(=O)(=O)NCc1cc(=O)n(C)c(=O)n1C	18	-31	-2	-12	8	-15	-21	0	-14	-2	-5
COc1cc2cc(C(=O)Nc3ccc4c(c3)OCCO4)[nH]c2cc1OC	-10	0	13	57	20	8	27	3	-15	14	-5
CC(C)[C@H](NC(=O)c1ccc(Cl)cc1Cl)C(=O)NNC(=O)c1ccco1	-37	-6	-1	-7	-2	7	14	x	-5	11	8
Cc1cc(NC(=O)CN2C(=O)NC3(CCCCCC3)C2=O)ccc1Br	15	13	-1	-13	-11	-10	3	3	-6	-32	-2
Cc1cccc(/C=C2\CCC(=C3SCCCS3)C2=O)c1	-15	16	-18	-47	8	-64*	52	0	x	33	-18
CCCCn1c(N)c(N(CCC(C)C)C(=O)c2cccc(S(=O)(=O)N3CCN(C)CC3)c2)c(=O)[nH]c1=O	-8	-7	-3	9	2	-1	-5	-3	-6	-7	8
COc1ccc(N(CC(=O)Nc2ccc(OC)cc2OC)S(=O)(=O)c2ccccc2)cc1	14	47	-1	16	26	-4	52	-4	-5	6	-3
CC(=O)OCC1(C)CN(c2ccccc2)N(C(=O)c2ccc(C(C)(C)C)cc2)C1=O (stereo unspecified)	-15	-8	-4	-6	3	4	-2	x	-2	0	-7
COc1ccc(CNC(=O)c2cncc(Br)c2)cc1	-6	-14	-6	2	-42	0	-7	2	-4	-22	-7
O=S(O)OC1CS(=O)(=O)CC1c1ccccc1 (stereo unspecified)	18	-4	8	-11	15	-20	5	2	-21	-7	x

Molecule	CF NFkB inh	Peg3 promoter	PDI turbidity	NR2E3 ag-1	HIF-2a inh	KKLEB cytotox	Shn3 3UTR inh	NR2E3 ag-2	CaV13 FRET inh	TRPM1 prom inh	Vif imaging
CC(NC(=O)NC1CCCCC1)c1ccc2c(c1)OCO2 (stereo unspecified)	8	19	-4	-8	9	3	-14	0	-17	-4	1
Cc1ccc(S(=O)(=O)NC(=O)Nc2ccc(F)c(F)c2)cc1	-20	-3	12	-20	4	3	6	-9	-4	-9	9
NC(Cc1ccc(Cl)cc1)c1csc(Nc2nccc(C(F)(F)F)n2)n1 (stereo unspecified)	-4	83*	3	-10	10	-23	-3	x	-5	x	5
CCC(=O)c1ccc(OCC(=O)Nc2ccc(N3CCCCC3)cc2)cc1	-34	-14	-4	-5	1	-2	1	1	-3	-1	12
CCOC(=O)CC1NC(=O)c2ccccc21 (stereo unspecified)	-2	6	13	-12	13	0	-1	5	-5	-1	x
CC(=O)N1CN(CCCn2ccnc2)Cc2c1sc1c2CCCC1	-18	-15	-1	-29	12	15	-11	1	-2	1	27
O=C(NCc1cccs1)c1cc(C2CC2)on1	0	-119	x	-12	-210	6	-28	-3	-11	x	-14
CCOC(=O)c1c(NC(=O)C2C3C=CC(CC3)C2C(=O)O)sc(C)c1C (stereo unspecified)	28	13	-3	-16	22	-13	-9	1	-6	1	-5
CC(C)CNC(=S)NC1CCCC1	9	12	7	-10	19	-5	-1	1	-3	6	63*
CC(C)C12NC(=O)NC(=O)N1CCS2 (stereo unspecified)	16	6	-6	-5	-5	-7	10	x	-5	-1	1
Cc1ccc(S(=O)(=O)CCC(=O)c2ccc(F)cc2)cc1	85*	32	-7	-21	15	-44	73	-1	-6	11	6
O=C(CSc1nc(-c2ccccc2)c(-c2ccccc2)[nH]1)Nc1nccs1	-25	15	-12	5	-7	-4	0	-4	-3	3	-1
Cn1c(CC(=O)Nc2ccccc2)c(Sc2ccccc2)c2ccccc21	-10	14	-13	-7	16	-1	21	-2	-5	16	-1
CC(C)C[C@H](NC(=O)C1(c2ccccc2)CCN(C(=O)OC(C)(C)C)CC1)C(=O)N1CCC[C@H]1C(=O)O	9	-10	-8	3	10	-8	-4	-1	-3	-2	5
CC1CCN(S(=O)(=O)c2ccc3c(c2)N(CC(=O)NCCCN2CCCCC2)C(=O)CS3)CC1	-6	-15	-2	-2	10	-2	-15	1	-6	-8	4

Looked up one by one from above:
Molecule	CF NFkB inh	Peg3 promoter	PDI turbidity	NR2E3 ag-1	HIF-2a inh	KKLEB cytotox	Shn3 3UTR inh	NR2E3 ag-2	CaV13 FRET inh	TRPM1 prom inh	Vif imaging
COc1ccc(F)cc1S(=O)(=O)NCc1cc(=O)n(C)c(=O)n1C	18	-31	-2	-12	8	-15	-21	0	-14	-2	-5
O=C(CSc1nc(-c2ccccc2)c(-c2ccccc2)[nH]1)Nc1nccs1	-25	15	-12	5	-7	-4	0	-4	-3	3	-1
CC(=O)OCC1(C)CN(c2ccccc2)N(C(=O)c2ccc(C(C)(C)C)cc2)C1=O (stereo unspecified)	-15	-8	-4	-6	3	4	-2	x	-2	0	-7

Taken from above:
CCOC(=O)CC1NC(=O)c2ccccc21 (stereo unspecified) in HIF-2a inh = 13
CCOC(=O)c1c(NC(=O)C2C3C=CC(CC3)C2C(=O)O)sc(C)c1C (stereo unspecified) in Vif imaging = -5
CC(C)C[C@H](NC(=O)C1(c2ccccc2)CCN(C(=O)OC(C)(C)C)CC1)C(=O)N1CCC[C@H]1C(=O)O in TRPM1 prom inh = -2

Remaining list, next part:
Molecule	CF NFkB inh	Peg3 promoter	PDI turbidity	NR2E3 ag-1	HIF-2a inh	KKLEB cytotox	Shn3 3UTR inh	NR2E3 ag-2	CaV13 FRET inh	TRPM1 prom inh	Vif imaging
CCOc1ccc(C(=O)C2CCN(CC(=O)Nc3nccs3)CC2)cc1	-1	10	1	7	2	-4	19	-2	-4	21	-21
Cc1cc(N2CCN(C(=O)OC(C)(C)C)CC2)n2ncnc2n1	-12	13	-8	15	14	19	-2	-1	x	5	x
O=C(COC(=O)c1ccc(Br)o1)Nc1ccc2[nH]c(=O)[nH]c2c1	20	5	-7	2	7	-1	-17	-1	-4	-3	-2
CC(C)CC1C(=O)N(Cc2cn(CC3CCCCC3)nn2)CCS(=O)(=O)N1Cc1ccc(-c2ccc(Cl)c(Cl)c2)cc1 (stereo unspecified)	33	22	0	26	14	8	11	x	-5	x	4
CCN(CC)S(=O)(=O)c1ccc(O)c(NC(=O)c2ccc(N3CCOCC3)c([N+](=O)[O-])c2)c1	-1	3	2	2	7	6	6	0	-4	4	5
N/C(=N\OC(=O)Cc1ccccc1[N+](=O)[O-])c1ccccn1	-3	-35	1	-30	-74	0	-13	-1	-2	-4	-3
CCOC(=O)/C(C#N)=C/c1cc2cc(C)c(C)cc2nc1Cl	-15	-34	-2	-18	-41	-16	-37	1	-7	-22	-4
Clc1ccccc1Nc1nc(NCC2CC2)nc2ccsc12	12	26	4	-12	15	-2	42	x	-12	x	-7
COc1ccccc1OCC(=O)Nc1ccccn1	-7	-57	0	-120	-56	0	-75	-5	-5	-14	20
CCC(C)CCCCCCCCCCC(=O)O (stereo unspecified)	7	0	x	16	22	2	-7	2	x	x	5
Cc1ccc(OCC(O)CNCc2ccccc2)cc1C (stereo unspecified)	2	-7	-2	-12	-11	0	-8	1	-20	2	-2
CCOC(=O)c1ccc(NC(=O)c2nc[nH]c2C(=O)N[C@@H](C)CO)cc1	7	-13	1	-9	-14	-4	-17	x	-5	x	-3
CN(C)c1nc(NCc2ccccc2)nc(SCC(=O)Nc2ccccc2)n1	-1	27	-6	-4	25	-27	4	2	-9	5	-9
Cc1ccccc1NC(=O)/C(C#N)=C\c1cc(C)n(-c2ccc(C(=O)O)cc2)c1C	3	-21	6	-20	-13	6	-10	-1	-3	-15	-6
Oc1ccc(-c2csc(Nc3ccccn3)n2)c(O)c1	-9	-262	-37	-111	-290	3	-102	3	-21	-17	-2
CC1(C(=O)N2CC3(CC(c4cccc(NC(=O)CC(c5ccccc5)c5ccccc5)c4)=NO3)C[C@@H]2C(N)=O)CC1 (stereo partly specified)	14	5	2	-18	-26	1	13	1	-16	-6	-6
Cc1ccc(C(=O)Nc2cnc3sc(C)nn3c2=O)cc1	12	-146	-10	-27	-183	-8	-29	-1	-5	-35	15
CCC(COC(=O)Nc1cccc(C)c1)NC(=O)OCC(C)C (stereo unspecified)	-2	-112	-1	-24	-135	-7	29	1	x	-7	-10
